High-throughput results deposited in PubChem by The Scripps Research Institute Molecular Screening Center.
TAAR1 antagonist – antagonists of human TAAR1. Q96RJ0. CHO RD-HGA16 TAAR1, Fluo-8 calcium fluorescence, antagonist. inhibition, % at 3 µM. 1.5% of 360,000 active. AID 624466;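 active = inhibition above a per-plate cutoff, the mean inhibition of test compounds on that plate plus 3 SD, cut at about 49% in these data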;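 note: 0% = DMSO plus EC80 beta-PEA response and 100% = DMSO alone without agonist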
Target sequence (Q96RJ0 whole entry, looked up): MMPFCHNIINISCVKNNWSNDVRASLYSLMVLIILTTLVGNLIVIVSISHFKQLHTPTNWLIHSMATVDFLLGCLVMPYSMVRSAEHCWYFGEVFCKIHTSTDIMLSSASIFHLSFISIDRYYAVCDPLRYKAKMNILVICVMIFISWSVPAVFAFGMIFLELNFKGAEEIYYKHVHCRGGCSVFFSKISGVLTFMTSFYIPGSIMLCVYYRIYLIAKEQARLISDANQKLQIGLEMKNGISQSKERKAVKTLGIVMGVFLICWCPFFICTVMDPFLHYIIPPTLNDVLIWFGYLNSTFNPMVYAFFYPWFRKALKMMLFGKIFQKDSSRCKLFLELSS
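Test system: CHO RD-HGA16 cells bearing hTAAR1 | Reagent: β-PEA, EC80 | Compound dosing: 3 µM, single point | Schedule: Dye loading 75 min at 37 °C, then 30 min room temperature | Signal: Calcium fluorescence with Fluo-8 | Evaluation: Percent inhibition of PEA-evoked calcium signal, max/basal emission ratio | Control set: DMSO-only wells and EC80 β-PEA-stimulated wells | Repeats: Singlicate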
TAAR1 ag – human TAAR1 agonism; 0.99% of 360,000 active; CHO RD-HGA16 TAAR1, Fluo-8 calcium fluorescence; vehicle wells 0%, saturating PEA agonist 100%; Q96RJ0; activation, % at 3 µM;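 active = activation above the mean activation of all test compounds in the run plus 3 SD, cut at about 38% in these data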
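test system = CHO RD-HGA16 cells carrying human TAAR1 plus Gα16 | schedule = 17-24 h seeding, 75 min 37 °C dye, 30 min RT | compound dosing = 3 µM single concentration | control set = DMSO and PEA EC100 | replicates = n 1 | signal = Fluo-8 fluorescence, 5 s baseline then 140 s kinetic read | measure = percent activation vs PEA EC100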
CHO-K1 Ca antag – nonselective inhibitor or artifact in parental CHO-K1 cells | ATP-induced calcium, Fluo-8 fluorescence | inhibition, % at 3 µM | 0.6% of 360,000 active;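 active = inhibition above a per-plate cutoff, the plate's mean sample inhibition plus 3 SD, cut at about 24% in these data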;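 note: 0% = DMSO plus EC80 ATP and 100% = DMSO alone without ATP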
M1 antag – blocks human M1 muscarinic receptor; CHO-K1 hM1, Fluo-8 calcium fluorescence, ACh EC80 antagonist; inhibition, % at 3 µM; 1.3% of 360,000 active; AID 588852;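 active = percent inhibition above its own plate's cutoff, namely the mean of that plate's compound wells plus 3 SD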;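 note: peak over basal fluorescence ratio during 140 s after agonist addition; 0% = ACh EC80 plus DMSO and 100% = DMSO alone without agonist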
Target sequence (P11229 whole entry, looked up): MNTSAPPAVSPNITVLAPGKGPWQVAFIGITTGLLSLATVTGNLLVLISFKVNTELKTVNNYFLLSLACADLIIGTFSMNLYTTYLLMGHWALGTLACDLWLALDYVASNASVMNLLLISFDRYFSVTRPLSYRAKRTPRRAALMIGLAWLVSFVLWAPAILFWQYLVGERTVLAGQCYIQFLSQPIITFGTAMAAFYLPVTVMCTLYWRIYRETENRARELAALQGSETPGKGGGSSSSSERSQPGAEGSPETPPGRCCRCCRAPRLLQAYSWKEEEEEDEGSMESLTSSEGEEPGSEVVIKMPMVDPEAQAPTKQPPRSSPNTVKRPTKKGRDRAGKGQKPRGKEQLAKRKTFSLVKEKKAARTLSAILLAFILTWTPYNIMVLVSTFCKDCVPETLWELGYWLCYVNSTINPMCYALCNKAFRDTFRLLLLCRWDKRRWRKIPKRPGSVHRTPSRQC
CHO parental Ca – counter-screen: ATP calcium response change in parental CHO cells | parental CHO-K1, ATP-induced calcium, Fluo-8 fluorescence | inhibition, % at 5.6 µM | 0.63% of 330,000 active | AID 463079;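 active = inhibition above that plate's mean sample inhibition plus 3 SD, cut at about 26% in these data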;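 note: 0% = ATP-challenged DMSO wells and 100% = DMSO wells without ATP; some compounds past the cut are filed as inactive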
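Assay system: parental CHO cells; Read-out basis: percent inhibition of ATP-evoked calcium rise, normalized to controls; Benchmarks: ATP and no-ATP DMSO wells; Compound dosing: single nominal dose of 5.6 µM per compound; Signal: Fluo-8 calcium dye fluorescence; Also added: ATP as calcium-mobilizing challenge; Repeats: singlicate.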
M1 ag – human M1 muscarinic receptor agonism; P11229; CHO-K1 hM1, Fluo-8 calcium fluorescence, agonist mode; 0% DMSO, 100% acetylcholine EC100; activation, % at 3 µM; 0.33% of 360,000 active; AID 588814;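 active = activation above the run's mean compound activation plus 3 SD, cut at about 16% in these data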;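 note: peak over basal fluorescence ratio within a 140 s kinetic read after compound addition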
M1 ag parental – M1 agonist counterscreen hit in parental CHO-K1 cells; Fluo-8 calcium fluorescence; scaled to maximal ATP response, vehicle zero; activation, % at 3 µM; 0.48% of 360,000 active; AID 602248; in the data active = activation above about 15%;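 note: untransfected CHO-K1 host cells lacking M1 receptor as counterscreen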
CHO-K1 Ca PAM – counter-screen for M1 PAMs: effect in parental CHO-K1 cells. activation, % at 3 µM. ATP EC20, Fluo-8 calcium fluorescence; 0% at ATP EC20, 100% at ATP max. 0.02% of 360,000 active;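 active = activation above the run cutoff, the mean activation of all test compounds plus 3 SD, cut at about 40% in these data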;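 note: peak over basal fluorescence ratio in a 140 s read after ATP addition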
M1 PAM – human CHRM1 positive allosteric modulation; activation, % at 3 µM; CHO-K1 hM1, Fluo-8 calcium fluorescence, ACh EC20; 0% = ACh EC20, 100% = maximal ACh; 0.088% of 360,000 active; in the data active = activation above about 19%, passing the limit was not always enough
Starred values were filed as active, the others as inactive; x = no result given; & = joins results of further samples.

Value order: TAAR1 antagonist	TAAR1 ag	CHO-K1 Ca antag	M1 antag	CHO parental Ca	M1 ag	M1 ag parental	CHO-K1 Ca PAM	M1 PAM
CCOC(=O)N1CCN(C(=O)c2cc3cc(Br)ccc3oc2=O)CC1
  -4.9	-0.7	-1.3	-3.3	-6.4	-4.2	0.0	4.5	-1.2
COc1ccc(-c2c3c(=O)n(C)c(=O)n(C)c3cn2-c2cc(OC)ccc2OC)cc1
  -12.4	6.8	-7.7	-12.3	-8.2	-5.4	0.6	30.2	10.6
Cc1ccc[n+](-c2nc3ccccc3nc2C(=C=[N-])C#N)c1
  -17.3&-30.2	1.5&13.3	-16.0&0.0	-8.2&-5.6	3.7&0.5	-1.9&0.7	1.7&0.2	23.8&-6.4	8.0&8.8
CN(CC(=O)NC1CCCCCC1)S(=O)(=O)c1ccccc1
  -11.4	0.0	-9.3	-3.9	-12.8	-5.5	0.8	0.5	2.6
Cc1cc(C)n(C(=O)c2ccc(NC(=O)CC(C)C)cc2)n1
  -5.3	1.5	-14.5	-22.9	-13.9	3.9	0.8	17.3	8.4
O=C(CN1C(=O)NC2(CCOc3ccccc32)C1=O)NCCc1ccc(F)cc1 (stereo not given)
  -13.0	12.2	-9.7	5.2	-5.1	-1.4	0.4	12.4	-1.1
CC(=O)Nc1cccc(C(=O)Nc2ccccc2C(=O)O)c1
  6.3	7.9	-4.4	-37.7	-7.7	-1.1	-0.1	-1.4	11.0
COc1ccc(C(=O)NC2CCN(S(=O)(=O)c3ccccc3F)CC2)cc1
  -17.9	2.4	-2.4	3.2	-10.9	-3.2	1.2	0.5	-2.0
C=CCC1(C#N)C(=S)NC(C)=C(C(=O)OCC)C1c1ccccc1 (stereo not given)
  7.8	0.2	-10.6	-0.9	-34.9	-5.9	1.6	20.1	7.5
CC1CCCCN1C(=S)NC(=O)c1ccccc1 (stereo not given)
  -0.7	6.6	-10.2	-3.8	-5.0	-2.9	0.3	-1.5	4.2
O=C(O)CC(c1ccccc1)n1cnnn1 (stereo not given)
  -9.4	6.6	-4.1	-22.8	-3.8	0.9	0.0	7.1	15.3
CCCCCCCCN1C(=O)[C@H](CC(=O)N2CCN(C(=O)C3CC3)CC2)C[C@@]2(C(=O)OC)CCCCC=C12
  -4.3	-1.7	-12.1	x	x	x	0.1	4.3	x
COc1ccccc1NC(=O)c1cnc(Nc2ccccc2OC)c2ccccc12
  16.2	-0.5	18.4	16.2	-33.1	-1.3	0.0	-3.8	-8.7
O=C1C2C(c3ccccc3)C=CC(c3ccccc3)C2C(=O)N1CCCO (stereo not given)
  5.5	4.1	-1.0	-23.8	-7.8	0.0	6.5	17.0	4.2
CCn1ccc2cc(OC)ccc2c1=S
  -1.3	0.1	2.3	-5.2	-8.6	-5.2	0.0	-5.6	4.5
O=c1oc2ccc(C#CC3(O)CCCCC3)cc2cc1-n1cc(-c2ccccn2)nn1
  51.9*	18.5	-14.8	0.7	-6.5	-2.8	2.5	10.5	0.2
O=C(CN1CCN(S(=O)(=O)c2ccc3c(c2)OCCO3)CC1)Nc1cccc(F)c1
  16.3	0.4	5.5	-3.8	x	0.5	1.4	0.8	3.5
CC(C)NC(=O)c1ccc(CSCc2ccccc2Cl)o1
  1.2	1.7	4.5	2.2	-9.4	-0.3	5.6	4.2	-0.4
COc1ccccc1-c1ccc(/C=N/O)o1
  -13.0	-1.0	-4.9	3.2	-4.8	-2.9	0.1	7.5	4.0
CCc1ccc(CCC(=O)Nc2ccc(C)c(C)c2)o1
  4.7	6.7	-7.9	-6.6	-8.2	-8.0	-0.3	9.5	8.7

Some of the entries so far, field by field:
> O=C(CN1CCN(S(=O)(=O)c2ccc3c(c2)OCCO3)CC1)Nc1cccc(F)c1
  TAAR1 antagonist: 16.3; TAAR1 ag: 0.4; CHO-K1 Ca antag: 5.5; M1 antag: -3.8; CHO parental Ca: x; M1 ag: 0.5; M1 ag parental: 1.4; CHO-K1 Ca PAM: 0.8; M1 PAM: 3.5

> CC(C)NC(=O)c1ccc(CSCc2ccccc2Cl)o1
  TAAR1 antagonist: 1.2; TAAR1 ag: 1.7; CHO-K1 Ca antag: 4.5; M1 antag: 2.2; CHO parental Ca: -9.4; M1 ag: -0.3; M1 ag parental: 5.6; CHO-K1 Ca PAM: 4.2; M1 PAM: -0.4

> COc1ccccc1-c1ccc(/C=N/O)o1
  TAAR1 antagonist: -13.0; TAAR1 ag: -1.0; CHO-K1 Ca antag: -4.9; M1 antag: 3.2; CHO parental Ca: -4.8; M1 ag: -2.9; M1 ag parental: 0.1; CHO-K1 Ca PAM: 7.5; M1 PAM: 4.0

> CCc1ccc(CCC(=O)Nc2ccc(C)c(C)c2)o1
  TAAR1 antagonist: 4.7; TAAR1 ag: 6.7; CHO-K1 Ca antag: -7.9; M1 antag: -6.6; CHO parental Ca: -8.2; M1 ag: -8.0; M1 ag parental: -0.3; CHO-K1 Ca PAM: 9.5; M1 PAM: 8.7

Marked active in TAAR1 antagonist, of those listed so far:
mol	TAAR1 antagonist	M1 antag	M1 PAM
O=c1oc2ccc(C#CC3(O)CCCCC3)cc2cc1-n1cc(-c2ccccn2)nn1	51.9*	0.7	0.2

Next section
Value order: TAAR1 antagonist	TAAR1 ag	CHO-K1 Ca antag	M1 antag	CHO parental Ca	M1 ag	M1 ag parental	CHO-K1 Ca PAM	M1 PAM
COc1ccc(C(C(=O)NC2CCCCC2)N(Cc2cccs2)C(=O)Cc2c[nH]c3ccccc23)cc1 (stereo not given)
  44.2	13.8	4.2	18.6	-16.4	-1.7	1.0	14.8	-9.2
O=C(Nc1ccc(-n2cnnn2)cc1)C1CCCN1C(=O)NC1CCCCC1 (stereo not given)
  -1.1	9.0	-9.9	-7.1	13.9	-0.3	0.1	20.4	7.7
Cn1nc(CC(=O)NCc2ccc(C(F)(F)F)cc2)c2ccccc2c1=O
  52.4*	16.7	3.8	9.7	30.1	5.3	7.9	1.1	-3.2
COc1cccc(CN2CCC(C(=O)N3CCN(Cc4ccc5c(c4)OCO5)CC3)CC2)c1
  -3.6	2.0	-5.1	-4.6	-6.5	-4.8	1.2	4.9	4.5
CCCCCCCCCn1c2c(c(=N)c3c1CCC3)CCCC2
  x	x	38.3*	48.6*	x	-0.6	12.1	-2.3	-25.0
O=C(/C=C/[C@H]1O[C@@H](n2ccc(=O)[nH]c2=O)[C@H](O)[C@@H]1O)NCc1ccco1
  0.6	-0.5	-13.9	-23.4	x	-1.0	1.6	18.9	4.3
COc1cccc(Sc2ccccc2/C=N/NC(N)=O)c1
  -5.6	-1.5	1.8	1.2	12.2	-10.5	0.1	17.7	-1.9
Oc1ccccc1-c1cc(C(F)(F)C(F)F)[nH]n1
  21.7	13.2	-11.3	10.5	-9.9	3.8	8.9	1.1	-13.4
